CaV13 FRET inh = Disruptors of the CACNA1D IQ motif to Ca2+-dependent inactivation inhibitor domain association, primary screening, Förster resonance energy transfer in intact living … | HEK cells, CFP/YFP FRET ICDI-IQ, plate reader, 10 min; percent FRET-ratio fall versus neutral wells | inhibition, % at 12.3 µM | 340,000 tested, 0.098% active | AID 743397;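 active = mean replicate inhibition of at least 30% and at least 1% of replicates passing that level; inconclusive = only one of the two criteria is met; inactive = neither criterion is met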;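 also: 0% = median of the neutral control wells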
Exocytosis inh = lytic granule exocytosis inhibition; inhibition, % at 10 µM; 360,000 tested, 0.66% active; TALL-104 LAMP-1 surface exposure, flow cytometry; cells stimulated with thapsigargin and PMA; AID 651702;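 active = inhibition above about 55%, limit read from the data; inconclusive = no clear call, values can overlap the other calls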
Vif inh = inhibitors of HIV Vif | inhibition, % at 7.49 µM | HEK293T cells, Vif self-association by quenched fluorescence, imaging, 24 h | AID 602346 | 340,000 tested, 0.35% active; in the data active = inhibition above about 50%, passing the limit was not always enough; inconclusive = no clear call, values can overlap the other calls; inactive = below about 31%; also: some results filed as inactive read as strong as hits
H9c2 protect = protects H9c2 cardiomyocytes from peroxide injury. AID 588492. protection from H2O2 cell death, % at 20 µM. 360,000 tested, 0.63% active. H2O2 injury protection, ATPLite, 2 h;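 active = compounds giving at least 50% protection of heart cells from peroxide-induced death in the single-dose screen, raw or plate-pattern-corrected value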;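 also: 0% = DMSO wells with peroxide and 100% = DMSO wells without peroxide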
Glyco luc inh = N-linked glycosylation inhibition | D54 ERlucT glycosylation luciferase reporter, 24 h; percent of 100 nM tunicamycin response | 360,000 tested, 0.23% active | reporter increase, % at 12.5 µM;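 active = mean luciferase reporter signal, scaled so untreated is 0 and the glycosylation-blocking control 100, at or above a set limit in every replicate; inconclusive = mean reaches the limit but not every replicate does; inactive = mean below the limit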;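 also: luciferase carries N-glycosylation sites so blocking glycosylation raises the light; 0% = median of neutral control wells and 100% = median of 100 nM tunicamycin wells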
aDG glyco up = alpha-DG glycosylation activation; activation, % at 10 µM; Pro5-aDG cells, alpha-DG glycosylation AlphaScreen (IIH6); 0% Pro5, 100% B10-LARGE cell signal; 360,000 tested, 0.22% active; AID 624168;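 active = activation of at least 8% versus controls, or a plate z-score of at least 8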;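 also: Pro5 are CHO cells carrying HIG-tagged alpha-DG that lacks glycosylation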
PDI inh = PDI (human) enzyme inhibition | P07237 | PDI insulin aggregation turbidity, A650, 90 min | AID 588391 | inhibition, % at 10 µM | 350,000 tested, 0.052% active;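 active = mean inhibition across replicates of 30% or more, whatever share of single replicates reach that level; inconclusive = mean inhibition below 30% while every single replicate reaches 30%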;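 also: absorbance from insulin aggregation driven by PDI reduction with DTT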
Target sequence (P07237 whole entry, looked up): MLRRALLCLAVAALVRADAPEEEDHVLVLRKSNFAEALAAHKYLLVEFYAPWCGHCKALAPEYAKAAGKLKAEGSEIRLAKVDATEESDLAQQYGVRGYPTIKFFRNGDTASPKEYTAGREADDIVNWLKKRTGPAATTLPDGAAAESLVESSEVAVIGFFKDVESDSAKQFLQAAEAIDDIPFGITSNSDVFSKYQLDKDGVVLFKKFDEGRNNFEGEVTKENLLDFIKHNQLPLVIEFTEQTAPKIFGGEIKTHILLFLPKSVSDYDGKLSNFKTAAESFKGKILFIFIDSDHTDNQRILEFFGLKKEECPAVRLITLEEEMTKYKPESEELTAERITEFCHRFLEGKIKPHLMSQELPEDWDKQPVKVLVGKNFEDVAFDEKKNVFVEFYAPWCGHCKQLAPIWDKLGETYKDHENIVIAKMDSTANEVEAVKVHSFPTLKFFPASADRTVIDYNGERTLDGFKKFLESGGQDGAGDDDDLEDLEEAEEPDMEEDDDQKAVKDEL
iPSC survival up = increases survival of single human iPS cells; AID 602274; 360,000 tested, 0.044% active; survival enhancement, % at 20 µM; hiPSC single-cell survival, ATPlite luminescence; 100% = ROCK inhibitor wells, 0% = DMSO; in the data active = survival enhancement above about 18%;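 also: cells exposed to compounds for 16 hours before the ATP read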
m5-HT2A agonist = mouse HTR2A agonism via beta-arrestin recruitment | CHO-K1 mHTR2A beta-arrestin complementation, luminescence; percent of 30 µM serotonin response | activation, % at 7.6 µM | 360,000 tested, 0.66% active | P35363;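 active = activation above a run cutoff, the mean activation of all tested compounds plus 3 SD, cut at about 14% in these data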;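 also: 0% = plate median of compound wells and 100% = 30 µM serotonin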
Target sequence (P35363 whole entry, looked up): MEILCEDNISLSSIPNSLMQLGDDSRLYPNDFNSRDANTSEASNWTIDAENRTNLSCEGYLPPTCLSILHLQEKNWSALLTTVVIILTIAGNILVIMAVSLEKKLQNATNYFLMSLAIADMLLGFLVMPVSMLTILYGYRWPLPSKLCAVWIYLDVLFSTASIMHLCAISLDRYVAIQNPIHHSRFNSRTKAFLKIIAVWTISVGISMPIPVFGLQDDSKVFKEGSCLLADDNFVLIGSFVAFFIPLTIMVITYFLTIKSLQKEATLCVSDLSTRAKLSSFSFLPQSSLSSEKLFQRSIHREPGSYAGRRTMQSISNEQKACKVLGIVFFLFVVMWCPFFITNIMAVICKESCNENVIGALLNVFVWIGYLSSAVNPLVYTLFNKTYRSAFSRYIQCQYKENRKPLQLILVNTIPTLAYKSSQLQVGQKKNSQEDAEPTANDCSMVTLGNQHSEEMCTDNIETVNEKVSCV
ABCB6 inh 2 = human ABCB6 transporter inhibition; Q9NP58; fluorescence ratio to DMSO, % at 10 µM; K562-ABCB6 porphyrin accumulation, flow cytometry, 1 h; stronger effect = lower value; 360,000 tested, 0.19% active;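 active = fluorescence ratio to DMSO below 75%, the collection mean minus 3 SD; inconclusive = too few cells collected in the well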;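 also: signal is porphyrin accumulated inside mitochondria; 100% equals median channel fluorescence of DMSO control wells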
Starred values were filed as active, the others as inactive; ? = inconclusive; nt = not tested or not shown. No enrichment for hits; overall some 3.1% were active at least once.

SMILES,Vif inh,CaV13 FRET inh,H9c2 protect,m5-HT2A agonist,PDI inh,iPSC survival up,ABCB6 inh 2,Exocytosis inh,Glyco luc inh,aDG glyco up
COc1ccc2c(c1OC)C(=O)N1C(C(=O)O)Cc3c([nH]c4ccccc34)C21 (stereo unspecified),-7.9,-4.9,6.7,0.8,5.9,-1.5,103.0,5.9,5.2,-0.2
O=C(CCNS(=O)(=O)c1ccc(OC(F)(F)F)cc1)N1CCCC1,-3.2,-4.4,3.9,-8.6,0.7,-0.2,98.0,2.2,-0.2,-0.1
Cc1ccc(N/N=C2/CCCNC2=O)cc1,-4.1,-0.9,-7.3,-0.7,-7.0,-2.2,96.0,2.2,-1.5,-0.3
CCOC(=O)C1CCCN(CC(=O)NC2CC2)C1 (stereo unspecified),2.8,-4.9,5.0,8.4,-2.7,-2.4,100.0,-3.4,0.9,0.5
Cc1nnc(SCC(=O)N2c3ccccc3C(C)(c3ccc(Cl)cc3)CC2(C)C)s1 (stereo unspecified),-13.2,-1.7,-10.5,3.8,-1.0,1.1,100.0,-0.3,-12.3,0.5
CSCC[C@H](NC(=O)NCCc1ccc(F)cc1)C(=O)O,7.6,nt,-0.6,4.1,-1.0,-2.5,104.0,-1.7,3.1,0.3
O=C(Cn1[nH]c(=O)c2ccccc2c1=O)OCC(=O)c1ccccc1,-22.2,-7.4,44.4,5.4,15.0,-0.2,98.0,-1.3,0.4,-0.1
Cc1nnc(NC(=O)CCNC(=O)c2ccccc2Cl)s1,0.8,-1.2,5.7,10.5,-1.4,2.4,97.0,-1.6,0.9,-0.2
COc1cc2c(cc1OC)C1Cc3ccc(OC)c(OC)c3C[N+]1([O-])CC2 (stereo unspecified),6.7,-3.0,-2.4,-8.6,3.5,3.8,96.0,0.9,1.1,-0.2
CCOC(=O)CSc1nc(C)c(Oc2ccc(Cl)cc2Cl)c(=O)[nH]1,1.2,-6.8,1.5,-1.0,-1.2,0.0,100.0,-7.3,-2.4,-0.1
COc1ccc(NC(=O)NC[C@@H]2CC[C@@H](Cc3ccc(-c4ccccc4)cc3)O2)cc1,-24.8,-5.6,-30.7,1.6,11.4,2.3,99.0,5.1,-4.5,6.4*
COc1ccc(C2C3=C(CC(C)(C)CC3=O)N(CCN3CCOCC3)C3=C2C(=O)CC(C)(C)C3)cc1,1.0,-3.7,27.9,-1.7,-1.1,0.4,98.0,3.3,1.5,0.1
O=C1c2ccccc2C(=Cc2cccnc2)c2ccccc21,-3.6,-5.1,-2.1,1.5,-11.6,4.6,110.0,0.4,4.7,0.4
COC(=O)Nc1ccc(S(=O)(=O)N2CCCC(C(=O)N3CC(C)OC(C)C3)C2)cc1 (stereo unspecified),-2.2,4.8,6.9,-0.4,-0.5,1.8,99.0,0.9,0.0,-0.2
Cc1cc(C)cc(NC(=O)CCN2CCCC2)c1,3.8,3.1,-1.9,-4.9,3.5,-0.4,94.0,-3.1,1.5,0.2
O=C1CC(N(CCc2ccccc2)C(=S)Nc2ccccc2)C(=O)N1c1ccccc1 (stereo unspecified),14.8,-9.0,-3.3,-2.7,0.2,0.2,112.0,3.9,1.1,0.2
CC(NC(=O)CNC(=O)c1sc2ccccc2c1Cl)c1cccnc1 (stereo unspecified),3.0,-2.9,0.7,3.4,12.3,-0.3,98.0,7.1,-0.4,0.0
O=C(NCc1cccnc1)C1CC(=O)N(c2ccc(Cl)cc2)C1 (stereo unspecified),-6.7,-4.6,-3.0,5.2,-0.6,1.8,99.0,0.2,-0.8,0.6
Cc1c(C(=O)NCc2ccccn2)oc2ccc(S(=O)(=O)N3CCOCC3)cc12,86.4*,-4.0,17.4,-2.5,2.9,0.6,97.0,-1.5,-1.4,0.0
COc1ccc2oc(C(=O)OCC(=O)NCCN3C(=O)CSC3=O)c(C)c2c1,-2.2,-4.6,11.1,1.6,3.5,1.7,102.0,3.5,0.9,-0.4
COCCN1CCN(C(=O)c2ccc3nc(Cc4ccc(OC)c(OC)c4)oc3c2)CC1,-16.2,-7.0,-14.0,8.4,13.6,-0.2,94.0,4.5,-1.5,0.8
CN(C(=O)COC(=O)c1cnc(Cl)c(Cl)c1)C1CCS(=O)(=O)C1 (stereo unspecified),11.6,-4.1,1.7,-0.9,3.0,-0.6,102.0,-5.1,0.4,0.2
O=C(Nc1nccs1)c1cc(-c2ccccc2)nn1-c1ccccc1,1.3,-2.8,-0.2,3.8,5.9,-1.1,84.0,-2.2,-0.9,-0.2
COc1ccc(N2CCOCC2)c(NC(=O)c2cccs2)c1,-6.4,-9.8,-6.3,-7.0,-5.7,-0.2,97.0,-3.9,12.7,-0.4
C/C(=N\NC(=O)c1ccc(CN2CCOCC2)cc1)c1cccc([N+](=O)[O-])c1,8.8,-4.6,26.0,0.7,0.7,2.3,94.0,-6.1,0.7,1.1
O=C(Nc1ccccc1)Nc1nc2ccccc2s1,-5.6,-3.9,-24.9,1.0,4.4,-0.4,98.0,-0.3,-12.6,0.3
Cc1ccc(S(=O)(=O)N2CCN(c3nc(C(C)C)c4c(c3C#N)CC(C)(C)OC4)CC2)cc1,0.6,-4.9,-4.3,0.9,5.2,-2.2,94.0,44.8,-4.0,0.6
N#CCc1nc(-c2cc3ccccc3oc2=O)cs1,16.7,-6.4,3.8,-0.8,10.2,-0.2,98.0,-2.4,-0.6,-0.1
COc1ccc(OCC(=O)NCCCCCCNC(=O)COc2ccc(OC)cc2)cc1,1.3,nt,-5.5,3.5,2.9,0.7,88.0,-0.5,-2.4,0.0
CCOc1ccc(NC(=O)CN(C)C(=O)c2cc(C)nc3ccccc23)cc1OCC,30.6,-5.7,-2.2,-5.5,?,-2.2,98.0,2.4,-0.3,0.2
COc1cc(-c2cc(=O)c3c(O)c(OC)c(OC)c(O)c3o2)ccc1O,62.4*,nt,-0.4,-2.9,nt,-4.6,96.0,12.8,0.2,-0.3
CCOC(=O)c1cnc2c(ccc3ccccc32)c1N,-3.9,-3.1,-13.9,0.2,7.9,-0.4,99.0,-7.9,-2.1,-0.2
CC(CCc1ccccc1)NC(=O)COC(=O)c1ccccc1O (stereo unspecified),-3.3,-4.6,14.9,-0.1,-2.3,-0.5,97.0,-3.1,-0.6,0.0
Cc1ccc(S(=O)(=O)Nc2ncnc3sc(C)c(C)c23)cc1,-3.9,-5.3,1.2,8.9,3.1,-0.4,95.0,6.7,0.5,0.5
Cc1oc(-c2cccs2)cc1C(=O)N1CCCC(C)(C(=O)O)C1 (stereo unspecified),-2.1,-4.5,1.1,1.8,4.7,2.5,103.0,3.1,1.2,-0.4
COc1ccc(Cl)cc1C(=O)OCC(=O)Nc1cccnc1Cl,-0.2,-5.9,18.7,0.8,-7.4,-0.2,96.0,-2.2,1.2,-0.3
Cc1ccc(NC(=O)CN2C(=O)S/C(=C\c3ccccn3)C2=O)cc1C,-8.0,nt,1.3,5.9,4.5,-0.4,96.0,-26.2,-1.5,0.0
CC(C)(C)[C@H]1C=C(C(N)=O)O[C@@H](OCCCCO)C1,-2.3,-5.1,9.2,3.6,6.1,-2.1,102.0,5.3,0.3,-0.2
CC1(Cc2ccccc2Cl)C(=O)Nc2c(Cl)cccc21 (stereo unspecified),7.5,-4.7,-1.4,2.9,0.2,-0.9,104.0,5.5,-2.6,0.1
CCOC(=O)CN1C(=O)N[C@@H](c2ccccc2)C(C(C)=O)=C1C,-9.4,nt,7.7,2.7,-3.7,8.0,94.0,-0.9,2.4,-0.2
CC(=O)Nc1ccc(C(=O)OCC(=O)NCCC2=CCCCC2)cc1,3.3,-4.2,-2.4,4.0,13.5,-0.3,102.0,-3.3,0.2,-0.3
NC(=S)N/N=C/c1ccc(C(F)(F)F)cc1,-1.1,-3.2,-5.0,0.2,-4.5,-2.0,99.0,-1.8,7.3,-0.1
Nc1ccccc1N1CCN(C(=O)c2ccccc2)CC1,-6.4,nt,1.3,2.5,-0.2,1.0,107.0,1.5,-1.0,-0.1
CCCCCCSC1=C(C#N)C(c2ccc(C)o2)CC(=O)N1 (stereo unspecified),-4.7,nt,-7.2,-1.7,16.4,-2.0,106.0,-0.5,-0.7,0.1
O=C(NC12CC3CC(CC(C3)C1)C2)C1CC(=O)N(c2ccccc2)C1 (stereo unspecified),3.5,-5.1,3.0,5.8,0.1,0.8,89.0,8.5,-1.1,0.0
O=C(O)CCCC(=O)Nc1ccc(C(=O)NCc2cccnc2)cc1,1.4,-4.3,7.9,-3.5,3.4,-2.6,92.0,0.8,1.4,0.3
CCn1c(CC(=O)Nc2ccccc2F)nnc1SCC(=O)NC1CCCC1,-0.7,-3.1,3.7,-2.4,-9.4,-0.3,93.0,-10.9,-1.5,0.0
CC(C)[C@H]1CN=C2N(CCNC(=O)CCC3CCCCC3)[C@H](Cc3ccc(O)cc3)CN21,4.9,-4.8,-1.0,-7.2,6.3,-1.0,96.0,-7.7,1.4,0.0
Cc1ccccc1OCCC(=O)OCC(=O)NC1CC1,nt,-4.4,-7.8,6.2,0.2,0.7,91.0,-0.4,1.7,-0.1
CC(=O)Nc1ccc(NC(=O)COC(=O)c2c3c(nc4ccccc24)CCN(Cc2ccccc2)C3)cc1,-12.5,-3.2,48.7,-3.6,7.1,2.7,91.0,11.2,-4.5,-0.5
CCc1ccc(-c2cc(C)no2)cc1S(=O)(=O)Nc1ccccn1,-0.9,-1.5,7.0,-10.0,-1.8,0.0,101.0,2.9,-0.1,0.1
O=C(Oc1ccc2c(c1)O/C(=C\c1ccncc1)C2=O)c1ccccc1,7.3,-16.9,3.8,6.3,17.5,-0.5,97.0,-4.0,4.3,0.4
COc1ccc(C(=O)NNC(=O)c2ccccc2[N+](=O)[O-])cc1[N+](=O)[O-],4.5,14.5,6.6,-1.9,-1.8,-0.2,98.0,-6.2,4.2,1.8
COc1ccc(/C(C)=N/N=C(N)N)c(O)c1,-5.7,-4.7,-6.5,0.0,5.1,-0.1,98.0,1.1,0.2,0.1
Cc1nn(CC(=O)Nc2ccc3c(c2)nc(CCN2CCCCC2)n3C)c(=O)c2ccccc12,8.7,-5.9,-0.8,-4.3,0.7,-1.4,94.0,-1.8,-5.1,0.4
COc1ccc(/C=C/C(=O)N2CCN(S(=O)(=O)c3ccccc3Br)CC2)cc1OC,14.0,-5.4,2.2,-4.7,4.2,-0.1,100.0,-2.1,-3.2,-0.4
CC(=O)Nc1cccc(Cl)c1C(=O)O,0.6,-5.2,4.3,3.8,5.1,1.8,90.0,-0.5,1.0,0.0

Screening data as filed in PubChem BioAssay.
